Screening results as filed in PubChem BioAssay.
HEK293 NOD2/NF-kB: NOD2 signaling inhibitors, cell-based, luminescence, uHTS, HEK293 (AID 1566); inhibition, % at 4 µM, or EC50 in µM where a hit was titrated; HEK293 NOD2/NF-kB luciferase reporter, luminescence; higher % means a stronger effect; 290,000 compounds, 0.63% hits; further: many of its hits are not listed in these tables
Hep lipid drop: modulators of hepatic lipid droplet formation; 240,000 compounds, 0.4% hits; AID 1656; AML12 mouse hepatocytes, oleate lipid droplets, BODIPY imaging; inhibition, % at 6.5 µM;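 active means lipid droplet intensity inhibited by at least 50%, with more than 500 cells counted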
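Material: mouse AML12 hepatocyte cell line, fixed after treatment; Timing: compound with oleate, overnight; Technique: high-content imaging of BODIPY-stained droplets and DAPI nuclei; Probe or stimulus: oleate, 100 µM final; Dosing: compound at 6.5 µM only.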
ER stress rescue: rescue of cells from ER stress-induced death, primary screen, 384-well, CSM14.1, thapsigargin, ATP luminescence (AID 1222) | CSM14.1 thapsigargin-induced death rescue, ATP luminescence; higher % means a stronger effect | one-dose cellular ATP content (survival), % at 20 µM; EC50 in µM for titrated hits | 190,000 tested, under 10 active;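 active means EC50 below 50 µM in the dose-response confirmation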;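 further: death triggered by thapsigargin at about 15 µM added after 2 h compound pretreatment; cell ATP read after overnight thapsigargin exposure of roughly 18 to 22 hours; normalized against plate controls of thapsigargin alone and 5% DMSO vehicle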
XIAP antagonists: small molecules displacing peptide from XIAP – biochemical, IAP family, fluorescence polarization (AID 1018); XIAP BIR domain, fluorescence polarization peptide displacement; higher % means a stronger effect; displacement, % at 20 µM; hits with a dose series show IC50 in µM; 200,000 compounds, 0.007% hits; in the data active means displacement above about 50%; further: a part of the inactive calls stands beside numbers as strong as those of hits
M17LAP inhibition: P. falciparum M17LAP inhibitors, primary screen, biochemical, fluorogenic H-Leu-NHMec substrate, 1536-well (AID 1619); recombinant M17LAP, H-Leu-NHMec fluorogenic kinetic assay; higher % means a stronger effect; inhibition, % at 30 µM, or IC50 in µM where a hit was titrated; 220,000 compounds, 0.38% hits;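 active means compound inhibiting the enzyme by more than half at any dose during confirmatory dose-response retesting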;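 further: plate controls were full reaction with DMSO carrier for no effect and no enzyme background for full effect; strong numbers were not always called active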
P. falciparum M1AAP: P. falciparum M1AAP inhibitors, biochemical, fluorogenic H-Leu-NHMec substrate, 1536-well (AID 1445) | recombinant M1AAP, H-Leu-NHMec fluorogenic kinetic assay; higher % means a stronger effect | inhibition, % at 30 µM; hits with a dose series show IC50 in µM | 220,000 compounds, 0.42% hits;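 active means primary inhibition above the hit cutoff, then over 50% inhibition at one or more dose response concentrations, cut at about 23% in these data, passing the limit was not always enough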;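 further: plate controls were DMSO full reaction for no effect and no enzyme background for full effect; strong numbers were not always called active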
AID2073: disruptors of CaV2.2 binding to Mint1 – biochemical, HTRF (AID 2073). HTRF protein-protein interaction, Mint1-CaV2.2; higher % means a stronger effect. inhibition, % at 20 µM; hits with a dose series show IC50 in µM. 290,000 compounds, 0.19% hits; in the data active means inhibition mostly above about 51%, no sharp cut-off; further: some results filed as inactive read as strong as hits
LYP inhibition: inhibitors of LYP phosphatase, biochemical, fluorescence intensity, uHTS (AID 1779); recombinant LYP phosphatase, fluorescence intensity; higher % means a stronger effect; inhibition, % at 11.5 µM, or IC50 in µM where a hit was titrated; 290,000 compounds, 0.054% hits;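 further: plate controls were vehicle with enzyme for no effect and no enzyme for full effect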
Siah-1 displacement: Siah-1 peptide-binding antagonists, primary screen, biochemical, fluorescence polarization, rhodamine-plectin, uHTS (AID 1817) | 290,000 compounds, 0.02% hits | Siah-1 / rhodamine-plectin peptide fluorescence polarization; higher % means a stronger effect | displacement, % at 20 µM; hits with a dose series show IC50 in µM;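 active means displacement of at least 50% at 20 µM, with a fluorescence ratio check between 0.3 and a set limit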;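 further: plate controls were Siah plus tracer with DMSO for no effect and tracer alone without Siah for full effect; strong numbers were not always called active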
Hep lipid drop cells 6.5 µM: also measured in Hep lipid drop; calls as there; cell count; measured here: cell count, cytotoxicity flag;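 cells counted across two imaged fields per well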
Starred values were filed as active, the others as inactive; x = no result given. Unless noted, no stated cut-off is given here; in the data, active means inhibition above about 50%; inactive means the rest. Not all compounds are listed (hit frequency here may not be typical).

SMILES	HEK293 NOD2/NF-kB	Hep lipid drop	Hep lipid drop cells 6.5 µM	ER stress rescue	XIAP antagonists	M17LAP inhibition	P. falciparum M1AAP	AID2073	LYP inhibition	Siah-1 displacement
CCOc1cccc(-c2nnc3sc(-c4ccc(C)cc4)nn23)c1	-17%	x	x	1.3%	-1.9%	x	x	8%	-9%	4%
Cc1ccccc1C(=O)NCCNc1ccc([N+](=O)[O-])cc1	5%	2	664	-1.2%	-13%	8%	8%	-3%	8%	-4%
CCSc1nc(O)c(C2OC(=O)c3c2ccc(OC)c3OC)c(=O)n1CC (stereo not drawn)	12%	x	x	-2.3%	-5.8%	41%	7%	11%	-7%	-1%
CCOC(=O)c1cc2occc2n1CC(=O)N1CCN(C(=O)c2ccco2)CC1	8%	x	x	0.9%	0.4%	2%	8%	-10%	3%	2%
CCCn1c(N2CCN(C(=O)Nc3ccccc3)CC2)nc2ccccc21	4%	-2	740	4.0%	-5.0%	x	x	-3%	-6%	-2%
C=CCn1cc(C(=O)NCCOC)c(=O)c2cc(S(=O)(=O)N(CC)CC)ccc21	0%	5	687	-1.9%	-1.7%	22%	7%	-4%	3%	13%
Cc1ccccc1C(=O)Nc1ccnn1C1CCN(C(=O)c2ccoc2)CC1	7%	9	827	x	x	x	x	6%	-10%	6%
O=C(Nc1ccccc1Cl)c1ccn[nH]1	-46%	x	x	-0.6%	-7.5%	6%	7%	15%	-3%	-5%
O=S(=O)(O)c1ccc(N=Nc2ccccc2)cc1	11%	5	740	x	x	8%	3%	2%	0%	4%
O=C(CNC(=S)N(Cc1ccccc1)Cc1cccnc1)NCCN1CCOCC1	-4%	5	728	-0.1%	-1.1%	4%	1%	-35%	-2%	3%
CCC1(CC)C(=O)NC(=O)NC1=Nc1ccccc1	12%	8	667	-1.3%	-11%	3%	-2%	2%	-7%	-4%
Cc1nn(Cc2c(Cl)cccc2Cl)c(C)c1NC(=O)/C=C/c1cnn(C)c1C	-2%	x	x	-0.6%	-4.7%	-8%	-2%	8%	-2%	-3%
Fc1ccc(-c2nnc3ccc(N4CCc5ccccc5C4)nn23)cc1	5%	x	x	2.1%	-12%	0%	12%	7%	0%	0%
CC(=O)Nc1ccc(C(=O)OCC(=O)/C(C#N)=C(\C)N)cc1	9%	2	665	-1.4%	-3.5%	-1%	-1%	-13%	-5%	-9%
COc1cc(CCN2C(=O)c3cccc4cccc(c34)C2=O)c(S(=O)(=O)N2CCC(C)CC2)cc1OC	4%	2	665	4.9%	-0.4%	-3%	2%	17%	4%	3%
O=C(NCC1CCCO1)c1onc(CSc2ccc(F)cc2)c1C(=O)O (stereo not drawn)	19%	x	x	-0.5%	-5.2%	32%	4%	-2%	-6%	2%
O=C(c1ccco1)N1CCN(C(=O)N2CCCC2)CC1	-7%	12	746	1.7%	4.1%	0%	4%	2%	-3%	-7%
O=C(CCCn1cncn1)N1CCCC(N2CCN(c3ccccc3F)CC2)C1 (stereo not drawn)	-14%	-1	662	x	x	x	x	11%	-11%	3%
S=C(Nc1ccc(Cl)c(Cl)c1)N1CCN(c2ccccn2)CC1	29%	-3	804	x	x	x	x	-23%	-11%	-2%
N#CCCN(Cc1ccccc1)C(=O)Nc1ccc2c(c1)CCO2	2%	-7	763	x	x	-1%	2%	-7%	-11%	-6%
CCCOc1ccc(N2C(=O)CC(N(Cc3ccccc3)N=O)C2=O)cc1 (stereo not drawn)	14%	1	655	x	x	1%	-5%	-10%	-5%	-6%
c1ccc2c(c1)nc1n2CCS1	8%	-4	744	0.6%	-7.2%	4%	0%	0%	-6%	4%
Cn1c(N)c(C(c2ccccc2)c2c(N)n(C)c(=O)n(C)c2=O)c(=O)n(C)c1=O	-1%	26	776	0.1%	-3.2%	-15%	5%	0%	-7%	4%
COCCNc1c2c(nc3c(-c4ccccc4)c(C)nn13)CCC2	2%	-14	658	x	x	-2%	4%	0%	-3%	-2%
Cc1ccc(NS(=O)(=O)c2cccc3cccnc23)c(Cl)c1	23%	-4	808	x	x	x	x	15%	-2%	-6%
NNC(=O)CN1C(c2ccc(Cl)cc2)=Nc2ccc(Br)cc2C1c1ccccc1 (stereo not drawn)	11%	x	x	0.0%	0.5%	-7%	3%	4%	-1%	-1%
C=CCNC(=S)NC(CC(=O)OC)c1ccc2c(c1)OCO2 (stereo not drawn)	-3%	-3	718	0.6%	-4.7%	-3%	-4%	5%	-1%	-1%
CNC(=S)N1C2CCCC1CC(NC(=O)c1ccc(F)cc1)C2 (stereo not drawn)	-12%	13	818	x	x	x	x	2%	0%	0%
CCOC(=O)C(NC(C)=O)(Nc1ccc(S(=O)(=O)Nc2cc(C)nc(C)n2)cc1)C(F)(F)F (stereo not drawn)	17%	x	x	-1.1%	-5.8%	9%	0%	2%	-10%	-1%
Cc1nc(-c2ccccc2)cn2c1nc1ccccc12	8%	0	663	-6.0%	-4.9%	-27%	5%	5%	-8%	10%
CS(=O)(=O)NCCNc1ccc(Cl)cc1[N+](=O)[O-]	-4%	0	726	-0.5%	-0.9%	8%	8%	0%	-6%	-6%
CC(C)CC1c2[nH]c3ccccc3c2CCN1C(=O)c1cnccn1 (stereo not drawn)	-122%	-7	671	2.2%	-6.0%	3%	3%	-3%	-2%	-1%
O=C(Cc1ccc(F)cc1)Nc1ccccc1N1CCCC1	17%	-2	659	x	x	x	x	4%	-8%	-7%
COCCNC(=O)C(c1cccs1)N(Cc1cccs1)C(=O)Cn1nnc2ccccc21 (stereo not drawn)	-5%	18	744	1.3%	-3.9%	7%	5%	7%	-5%	-4%
Cc1c(C(=O)N2CCCCC2)c(S(=O)(=O)N2CCC(C)CC2)c(C)n1C	13%	-9	771	x	x	x	x	10%	-14%	12%
Cn1ccsc1=NC(=O)c1ccccc1F	6%	0	696	x	-1.3%	1%	2%	7%	-2%	-1%
CN(C(=S)Nc1ccc(F)cc1)C(c1ccccc1)c1ccccc1	-5%	-1	828	x	x	x	x	6%	-1%	1%
CCCCN1C[C@H](C)[C@@H](CC(=O)NCc2ccccc2)C1=O	-11%	14	806	x	x	x	x	8%	-12%	-6%
CCn1nnnc1SCC(=O)Nc1ccc2c(c1)OCO2	-6%	13	717	-1.1%	-4.2%	2%	3%	9%	-5%	1%
CCc1cc(C(=O)N2CCCC(C(=O)c3ccc(Oc4ccccc4)cc3)C2)n(C)n1 (stereo not drawn)	30%	-8	715	x	x	x	x	8%	-6%	3%

In another format: entries from further up.
Second line of a record: HEK293 NOD2/NF-kB, Hep lipid drop, Hep lipid drop cells 6.5 µM, ER stress rescue, XIAP antagonists, M17LAP inhibition, P. falciparum M1AAP, AID2073, LYP inhibition, Siah-1 displacement
CCCOc1ccc(N2C(=O)CC(N(Cc3ccccc3)N=O)C2=O)cc1 (stereo not drawn)
    14%, 1, 655, x, x, 1%, -5%, -10%, -5%, -6%
c1ccc2c(c1)nc1n2CCS1
    8%, -4, 744, 0.6%, -7.2%, 4%, 0%, 0%, -6%, 4%
Cn1c(N)c(C(c2ccccc2)c2c(N)n(C)c(=O)n(C)c2=O)c(=O)n(C)c1=O
    -1%, 26, 776, 0.1%, -3.2%, -15%, 5%, 0%, -7%, 4%
COCCNc1c2c(nc3c(-c4ccccc4)c(C)nn13)CCC2
    2%, -14, 658, x, x, -2%, 4%, 0%, -3%, -2%
Cc1ccc(NS(=O)(=O)c2cccc3cccnc23)c(Cl)c1
    23%, -4, 808, x, x, x, x, 15%, -2%, -6%
NNC(=O)CN1C(c2ccc(Cl)cc2)=Nc2ccc(Br)cc2C1c1ccccc1 (stereo not drawn)
    11%, x, x, 0.0%, 0.5%, -7%, 3%, 4%, -1%, -1%
C=CCNC(=S)NC(CC(=O)OC)c1ccc2c(c1)OCO2 (stereo not drawn)
    -3%, -3, 718, 0.6%, -4.7%, -3%, -4%, 5%, -1%, -1%
CNC(=S)N1C2CCCC1CC(NC(=O)c1ccc(F)cc1)C2 (stereo not drawn)
    -12%, 13, 818, x, x, x, x, 2%, 0%, 0%
CCOC(=O)C(NC(C)=O)(Nc1ccc(S(=O)(=O)Nc2cc(C)nc(C)n2)cc1)C(F)(F)F (stereo not drawn)
    17%, x, x, -1.1%, -5.8%, 9%, 0%, 2%, -10%, -1%
Cc1nc(-c2ccccc2)cn2c1nc1ccccc12
    8%, 0, 663, -6.0%, -4.9%, -27%, 5%, 5%, -8%, 10%
CS(=O)(=O)NCCNc1ccc(Cl)cc1[N+](=O)[O-]
    -4%, 0, 726, -0.5%, -0.9%, 8%, 8%, 0%, -6%, -6%
CC(C)CC1c2[nH]c3ccccc3c2CCN1C(=O)c1cnccn1 (stereo not drawn)
    -122%, -7, 671, 2.2%, -6.0%, 3%, 3%, -3%, -2%, -1%
O=C(Cc1ccc(F)cc1)Nc1ccccc1N1CCCC1
    17%, -2, 659, x, x, x, x, 4%, -8%, -7%
COCCNC(=O)C(c1cccs1)N(Cc1cccs1)C(=O)Cn1nnc2ccccc21 (stereo not drawn)
    -5%, 18, 744, 1.3%, -3.9%, 7%, 5%, 7%, -5%, -4%
Cc1c(C(=O)N2CCCCC2)c(S(=O)(=O)N2CCC(C)CC2)c(C)n1C
    13%, -9, 771, x, x, x, x, 10%, -14%, 12%

New compounds follow
SMILES	HEK293 NOD2/NF-kB	Hep lipid drop	Hep lipid drop cells 6.5 µM	ER stress rescue	XIAP antagonists	M17LAP inhibition	P. falciparum M1AAP	AID2073	LYP inhibition	Siah-1 displacement
O=C(c1cccc([N+](=O)[O-])c1)N1CCCC(C(=O)N2CCCCCC2)C1 (stereo not drawn)	8%	-4	685	x	x	0%	2%	1%	-11%	0%
CCCNC(=S)N1CCN(c2nc(-c3ccc(C)cc3)cs2)CC1	50%	-12	797	x	x	x	x	-25%	-11%	-1%
CCn1c(=O)c2ccccc2n2c(SCC(=O)NCc3cccs3)nnc12	3%	-3	716	1.6%	-0.3%	0%	6%	20%	-6%	0%
CCc1cccc(NC(=O)CCNS(=O)(=O)c2ccc3[nH]c(=O)oc3c2)c1	6%	-7	710	x	x	x	x	-4%	-13%	1%
COc1cccc(-c2nnc3sc(-c4ccco4)nn23)c1	-23%	x	x	-1.6%	-4.9%	12%	8%	5%	-11%	4%
Cn1nnnc1SCC(=O)Nc1ccccc1-c1ccccc1	15%	1	722	-0.5%	-4.3%	8%	1%	-6%	-7%	-7%
O=C(CCl)Nc1cccc(S(=O)(=O)N2CCCCCC2)c1	20µM*	-3	593	-6.8%	-1.5%	-7%	9%	4%	-9%	5%
CCCCC1C(C#N)=C(C)NC2=C1C(=O)CC(C)(C)C2 (stereo not drawn)	15%	3	789	3.2%	-3.9%	-67%	4%	19%	-9%	0%
Cc1cc(C)n(CC(O)CN2C(=O)NC(C)(C)C2=O)n1 (stereo not drawn)	-8%	0	635	-1.2%	-0.7%	-2%	5%	7%	-14%	-8%
